Jurkat NFkB inh: inhibitors of induced NF-kB luciferase reporter, primary screen, TCR NF-kB activation inhibitor project, cell-based, luminescence, uHTS | Jurkat, PMA/ionomycin-induced NF-kB luciferase reporter | inhibition, % at 4 µM | 0.53% of 330,000 active
SENP8 block: SENP8 protease inhibitors, primary screen, biochemical, luminescence. 1.2% of 330,000 active. purified SENP8, Z-RLRGG-aminoluciferin cleavage. inhibition, % at 10 µM. Sentrin-specific protease 8 (Homo sapiens), Q96LD8
Target sequence (Q96LD8 whole entry, looked up): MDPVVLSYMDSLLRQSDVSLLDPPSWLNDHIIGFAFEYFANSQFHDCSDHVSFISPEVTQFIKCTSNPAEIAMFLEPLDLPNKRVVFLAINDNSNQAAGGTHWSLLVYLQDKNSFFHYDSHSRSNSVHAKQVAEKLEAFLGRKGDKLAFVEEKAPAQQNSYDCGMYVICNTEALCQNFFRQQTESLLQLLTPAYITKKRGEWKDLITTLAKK
SENP7 inh: SENP7 protease inhibitors, primary screen, biochemical, luminescence, uHTS | Sentrin-specific protease 7 (Homo sapiens), Q9BQF6 | recombinant SENP7, Z-RLRGG-aminoluciferin luminescence, 40 min | inhibition, % at 5 µM | 1.5% of 330,000 active | AID 434973, 2010;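 active = inhibition above about 50% at the single test dose, limit read from the data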;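 note: plate controls were DMSO with enzyme for no effect and no enzyme buffer wells for full effect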
Target sequence (Q9BQF6 706-1050 limits assumed): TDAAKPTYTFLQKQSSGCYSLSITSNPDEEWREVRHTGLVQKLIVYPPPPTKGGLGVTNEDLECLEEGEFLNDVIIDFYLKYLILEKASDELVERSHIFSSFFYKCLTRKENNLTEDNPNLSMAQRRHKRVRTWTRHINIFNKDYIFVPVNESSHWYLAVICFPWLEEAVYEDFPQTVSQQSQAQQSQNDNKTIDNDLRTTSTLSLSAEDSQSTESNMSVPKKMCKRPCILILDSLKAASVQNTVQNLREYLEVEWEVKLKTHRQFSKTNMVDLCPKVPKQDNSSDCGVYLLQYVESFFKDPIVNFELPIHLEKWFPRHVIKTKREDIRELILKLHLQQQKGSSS
697 NFkB inh: inhibitors of PMA/ionomycin-induced NF-kB reporter, 697 cells, primary screen, B-cell NF-kB inhibitor project, cell-based, luminescence, uHTS; 0.33% of 330,000 active; inhibition, % at 4 µM; 697 B-cell NF-kB luciferase reporter, 16 h; in the data active = inhibition above about 35%
HKDC1 inh: HKDC1 hexokinase inhibitors, primary screen, biochemical, fluorescence, uHTS | inhibition, % at 20 µM | recombinant HKDC1, G6PDH/diaphorase resazurin coupled fluorescence | Q2TB90 | 0.16% of 340,000 active | AID 493160, 2011;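 active = inhibition above about 35% when tested at 20 µM, limit read from the data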;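 note: plate controls were DMSO wells with enzyme for no effect and DMSO wells lacking enzyme for full effect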
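test system = in-house recombinant HK5 (HKDC1) enzyme | amount = HKDC1 at 5 µg/mL | control set = DMSO-enzyme wells negative, buffer-substituted wells positive | compound = one dose of 20 µM, 1% DMSO | schedule = reaction time 90 min, room temperature, protected from light | technique = resorufin fluorescence at 613 nm | reagent = glucose with 1 mM ATP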
Apaf-1 inh: inhibitors of human Apaf-1 apoptosome, primary screen, biochemical, DEVD-Rh110 fluorescence, uHTS; AID 489030, 2010; reconstituted apoptosome caspase-3 activity; 0.71% of 330,000 active; Apoptotic protease-activating factor 1 (Homo sapiens), O14727; inhibition, % at 20 µM; active = inhibition of at least 40% at 20 µM;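 note: plate controls were DMSO wells for no effect and DEVD-CHO caspase inhibitor wells for full effect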
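Material: cell-free apoptosome with Apaf-1, procaspase-3 and caspase-9; Buffer or medium: Hepes pH 7.5 with detergent and BSA; Reagent: cytochrome c trigger plus (Z-DEVD)2-Rh110 caspase-3 substrate; Times: compound with Apaf-1, dATP, procaspase-3 30 min, then 50 min reaction, room temperature; Technique: Rh110 fluorescence intensity.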
UBC13 inh: UBC13 polyubiquitin chain formation inhibitors, primary screen, biochemical, TR-FRET, uHTS | inhibition, % at 20 µM | 0.47% of 330,000 active | AID 485273, 2010; in the data active = inhibition above about 45%, passing the limit was not always enough
Target sequence (P61088 whole entry, looked up): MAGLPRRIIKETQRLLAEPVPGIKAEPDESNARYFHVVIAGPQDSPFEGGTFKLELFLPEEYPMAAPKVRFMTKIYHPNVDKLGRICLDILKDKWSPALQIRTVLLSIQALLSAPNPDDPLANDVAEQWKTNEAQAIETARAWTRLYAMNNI
Gli-Sufu antag: Gli-Sufu pathway antagonists, primary screen, luciferase luminescence, Sufu-KO-LIGHT cells, uHTS; AID 588413, 2011; 0.74% of 340,000 active; Sufu-KO-LIGHT fibroblasts, Gli luciferase reporter luminescence; inhibition, % at 5 µM;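 active = inhibition above about 55%, limit read from the data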;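 note: 0% = DMSO-treated cells and 100% = wells with medium but no cells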
An asterisk follows results filed as active. Cut-off read from the data, not from the text of the source, unless noted: active = inhibition above about 50%; inactive = the rest. The order is random; overall some 3.6% were active at least once.

SMILES	Jurkat NFkB inh	SENP8 block	SENP7 inh	697 NFkB inh	HKDC1 inh	Apaf-1 inh	UBC13 inh	Gli-Sufu antag
O=C(NC(=S)Nc1ccccc1O)c1ccccc1Cl	-35	14	35	-57	-9	5	4	-25
CCOC(=O)C(NC(=O)C1C(C)N1S(=O)(=O)c1ccc(C)cc1)C(=O)OCC (centres undefined)	3	9	1	-4	-4	9	-21	11
CCn1c(C)c(C(C)=O)c(SC)nc1=S	-1	-11	-8	-15	-1	0	-20	0
CN(c1ccc(C(=O)Nc2cccnc2)cc1)S(=O)(=O)c1ccc(Cl)cc1	-27	7	6	1	5	7	-2	7
COc1cccc(-c2c(-c3cc(OC)cc(OC)c3)n(C)c3ccc(Br)cc23)c1	-8	-4	5	22	1	3	27	4
O=C(COc1ccccc1)Nc1ccc(S(=O)(=O)N2CCCCCC2)cc1	6	1	3	15	3	-3	9	2
CC(C)OC(=O)c1c(-c2ccc(C(C)C)cc2)csc1NC(=O)C1CCCO1 (centres undefined)	-19	-1	3	-55	2	35	3	17
CCOc1ccc(S(=O)(=O)N(CC(=O)O)c2ccc(C)cc2)cc1	2	2	3	12	10	-11	10	5
Cc1ccc2c(CC(=O)N3CCOCC3)coc2c1	-4	-11	-6	15	11	0	-7	-2
O=C1/C(=C\c2cc(Br)cc(Br)c2O)SC(=S)N1Cc1ccccc1	-12	4	-5	-4	15	21	-55	1
COc1ccc(S(=O)(=O)N2CCN(Cc3cccc(OC)c3OC)CC2)cc1	4	-10	9	-1	-5	9	-6	-5
COc1ccc(CC(NC(C)=O)C(=O)NC2CCN(c3nc(C)cc(C)c3C#N)CC2)cc1 (centres undefined)	-9	-1	3	-4	-6	-10	13	8

Among those listed so far, these contain two or more sulfur atoms:
SMILES	Jurkat NFkB inh	SENP8 block	SENP7 inh	697 NFkB inh	HKDC1 inh	Apaf-1 inh	UBC13 inh	Gli-Sufu antag
CCn1c(C)c(C(C)=O)c(SC)nc1=S	-1	-11	-8	-15	-1	0	-20	0
O=C1/C(=C\c2cc(Br)cc(Br)c2O)SC(=S)N1Cc1ccccc1	-12	4	-5	-4	15	21	-55	1

Continued.
SMILES	Jurkat NFkB inh	SENP8 block	SENP7 inh	697 NFkB inh	HKDC1 inh	Apaf-1 inh	UBC13 inh	Gli-Sufu antag
O=[N+]([O-])c1cccc(NC(=S)NCc2ccncc2)c1	0	-3	4	8	2	-3	4	25
CCOC(=O)c1c(NC2OC(=O)c3c2ccc(OC)c3OC)sc(C(=O)OC(C)(C)C)c1C (centres undefined)	-48	-12	-4	-56	18	3	16	-42
CC(C)c1ccc(S(=O)(=O)Nc2ccc(SC(F)F)cc2)cc1	-4	-10	0	-19	4	5	-13	26
O=S(=O)(NCCSc1ccccc1)c1ccc2c(c1)OCCO2	1	1	10	2	2	12	-2	9
COc1ccccc1NC(=O)c1ccc(NC(=O)CN(C)Cc2ccccc2F)cc1	-1	0	7	-2	3	2	4	-3
COc1ccc(C(=O)N2CC(=O)N(CCc3ccccc3)C(=O)C2)cc1OC	-6	-8	0	-1	-4	-1	0	10
Cc1ccc(NC(=O)C(SCC(=O)O)c2ccccc2)cc1C (centres undefined)	-7	1	1	-4	-6	0	6	-3
COc1ccc(C(=O)C[n+]2ccc(-c3nnc4n3CCCCC4)cc2)cc1	-17	-7	-12	-24	-2	0	-8	7
Cc1onc(-c2ccccc2)c1C(=O)NN1CCOCC1	-4	8	11	9	-9	0	1	3
O=C(c1ccco1)N1CCN(C(=O)c2snc3ccc(Cl)cc23)CC1	-9	0	-3	4	-12	3	0	1
CC(C)n1c(SCC(=O)Nc2nncs2)nnc1C1CC1	7	12	3	9	-5	-3	1	-1
COc1cc(S(=O)(=O)N2CCOCC2)cc(C(=O)c2nccn2C)c1OC	14	4	3	3	-12	-8	-4	-3
COc1cc(C#N)ccc1OC(=O)Cc1cc(OC)c(OC)c(OC)c1	18	1	0	10	-6	2	0	-20
C=CCNC1=C(Cl)C(=O)N(c2cccc(Cl)c2Cl)C1=O	1	-4	-2	5	-3	9	8	-2
c1ccc(-c2ccccc2OCCn2cncn2)cc1	11	-2	-2	-3	1	-2	1	4
Cc1ccc(CCC(=O)NCc2ccccc2)o1	-6	5	4	3	-2	8	-4	8
CCCOc1ccccc1C1NC(=O)NC(C)=C1C(=O)OCCOCC (centres undefined)	-8	-4	5	-14	-9	-2	3	8
COC(=O)c1cc(C(=O)NCc2ccccc2)c(=O)[nH]c1C	17	-7	0	15	-4	-3	1	-25
CCOC(=O)C1CCN(C(=O)Nc2cc(Cl)cc(Cl)c2)CC1	2	5	1	-3	-4	-35	-4	3
CC1CC(C)CN(S(=O)(=O)CCNC(=O)c2ccccc2)C1 (centres undefined)	-5	5	0	0	0	3	4	-5
O=C(NC(=S)Nc1ccccn1)c1ccc([N+](=O)[O-])cc1	-42	-18	-11	-94	-4	-6	-5	-58
CC1CCCCC1NC(=O)C1CCN(S(=O)(=O)N2CCCCCC2)CC1 (centres undefined)	-4	-1	8	5	6	-11	-2	0
CCCCc1ccc(NC(=S)N2CCN(C)CC2)cc1	-3	5	2	-2	-3	-3	4	4
COc1ccc(-c2ocnc2C(=O)N2CCN(C(=O)C(c3ccccc3)c3ccccc3)CC2)cc1	-21	-2	7	-6	7	16	0	45
CC(=O)n1nc(-c2ccc(Cl)cc2)nc1NCc1ccco1	-29	0	2	-62	12	-5	-7	-53
O=C(COC(=O)C(O)c1ccccc1)c1ccc2c(c1)OCCO2 (centres undefined)	4	-11	5	17	-8	-3	3	6
Nc1nc2n(c1C(=O)c1ccccc1)CCC2	5	8	-3	7	-6	-17	2	1
CCC(NC(=O)/C(=C\c1ccc2c(c1)OCO2)NC(C)=O)C(=O)O (centres undefined)	-10	-7	0	-33	-12	4	-10	7
Cc1ccc(OCC(O)CN2CCC(Cc3ccccc3)CC2)c(C)c1 (centres undefined)	12	0	11	2	-4	2	10	29
CSc1cccc(NC(=S)NC(=O)c2cccnc2)c1	-9	-2	5	1	1	7	11	-9
Cc1ccc(C(=O)N/N=C/c2ccc3c(c2)OCO3)o1	-63	36	59*	-89	-8	-5	-18	-37
C=CCn1c(-c2ccc(S(=O)(=O)N3CCOCC3)cc2)csc1=Nc1ccccc1	-12	-3	4	-18	3	28	1	24
CCc1ccc(CNC(=O)CC2C(=O)NCCN2Cc2ccccc2F)nc1 (centres undefined)	0	-6	-1	8	-2	4	4	5
CCCCC(=O)Nc1ccc(NC(=O)C(C)C)cn1	-18	3	3	-14	-2	5	-9	-11
CCOC(=O)c1[nH]c(C)c(CN(CCc2ccccc2)C(=O)CCC(=O)O)c1C	1	-3	-3	12	5	12	2	-3
O=C(O)C1CCCN1S(=O)(=O)c1cc(Cl)ccc1Cl (centres undefined)	3	2	0	-20	-12	-14	2	1
CN1CCN(C(=O)C2CCN(S(=O)(=O)c3ccc4c(c3)oc(=O)n4C)CC2)CC1	3	-5	0	7	-6	5	5	4
O=C(Nc1c2c(nc3ccccc13)CCCC2)c1ccccc1Br	0	-6	3	-24	-15	2	-14	9
CC(C)(C)OC(=O)NCCC(=O)N/N=C/c1ccc2ncccc2c1	6	-8	-9	8	-2	-7	1	-9
COc1ccc(CCNC(=O)C(=O)NCC2OCCN2C(=O)c2ccc(Cl)cc2)cc1OC (centres undefined)	-33	-7	7	11	-4	1	-6	13
Cc1csc(NC(=O)CSc2nnc(-c3ccco3)n2C)n1	-7	-7	0	2	-2	8	-8	-6
CCOC(=O)C1(Cc2ccc(OC)cc2)CCN(C(=O)CN2CCOC2=O)CC1	-21	-7	-11	-6	0	-15	-4	7
C=CCn1c(=N)n(CC(=O)OC)c2ccccc21	2	4	1	8	-3	-3	4	2
CC1(C)CC(O)C(C)(C)N1O (centres undefined)	2	-4	12	3	-5	-3	-2	-19
COC(=O)c1cc(OC)c(OC)cc1NC(=O)c1ccc(OC)c(OC)c1	-4	6	-2	-9	1	11	13	3
O=[N+]([O-])c1ccccc1S(=O)(=O)N1CCN(CC2CC=CCC2)CC1 (centres undefined)	4	-2	3	13	-9	10	6	4
COc1cccc(C(=O)NC2CCCC2)c1	-35	3	4	-29	9	16	-1	25
NC12CC3CC(C1)CC(CO)(C3)O2	7	-6	-4	-4	-3	3	1	29
Cc1ccc(NC(=O)CSc2nc(=O)n(CCCN3CCOCC3)c3c2CCCC3)cc1	0	-3	-2	-14	-2	3	-1	11
Oc1ccc(C2Nc3cccc4cccc(c34)N2)cc1	24	17	7	-61	14	-8	-23	7
CCOC(=O)c1c(NC(=O)C2CCCN(S(=O)(=O)c3ccc(C)cc3)C2)sc2c1CCCC2 (centres undefined)	12	1	5	-6	11	4	6	0

Compounds from the list above with an aryl methoxy group, in the order listed:
SMILES	Jurkat NFkB inh	SENP8 block	SENP7 inh	697 NFkB inh	HKDC1 inh	Apaf-1 inh	UBC13 inh	Gli-Sufu antag
COc1cccc(-c2c(-c3cc(OC)cc(OC)c3)n(C)c3ccc(Br)cc23)c1	-8	-4	5	22	1	3	27	4
COc1ccc(S(=O)(=O)N2CCN(Cc3cccc(OC)c3OC)CC2)cc1	4	-10	9	-1	-5	9	-6	-5
COc1ccc(CC(NC(C)=O)C(=O)NC2CCN(c3nc(C)cc(C)c3C#N)CC2)cc1 (centres undefined)	-9	-1	3	-4	-6	-10	13	8
CCOC(=O)c1c(NC2OC(=O)c3c2ccc(OC)c3OC)sc(C(=O)OC(C)(C)C)c1C (centres undefined)	-48	-12	-4	-56	18	3	16	-42
COc1ccccc1NC(=O)c1ccc(NC(=O)CN(C)Cc2ccccc2F)cc1	-1	0	7	-2	3	2	4	-3
COc1ccc(C(=O)N2CC(=O)N(CCc3ccccc3)C(=O)C2)cc1OC	-6	-8	0	-1	-4	-1	0	10
COc1ccc(C(=O)C[n+]2ccc(-c3nnc4n3CCCCC4)cc2)cc1	-17	-7	-12	-24	-2	0	-8	7
COc1cc(S(=O)(=O)N2CCOCC2)cc(C(=O)c2nccn2C)c1OC	14	4	3	3	-12	-8	-4	-3
COc1cc(C#N)ccc1OC(=O)Cc1cc(OC)c(OC)c(OC)c1	18	1	0	10	-6	2	0	-20
COc1ccc(-c2ocnc2C(=O)N2CCN(C(=O)C(c3ccccc3)c3ccccc3)CC2)cc1	-21	-2	7	-6	7	16	0	45
COc1ccc(CCNC(=O)C(=O)NCC2OCCN2C(=O)c2ccc(Cl)cc2)cc1OC (centres undefined)	-33	-7	7	11	-4	1	-6	13
CCOC(=O)C1(Cc2ccc(OC)cc2)CCN(C(=O)CN2CCOC2=O)CC1	-21	-7	-11	-6	0	-15	-4	7
COC(=O)c1cc(OC)c(OC)cc1NC(=O)c1ccc(OC)c(OC)c1	-4	6	-2	-9	1	11	13	3
COc1cccc(C(=O)NC2CCCC2)c1	-35	3	4	-29	9	16	-1	25
